Bioassay records from PubChem.
CD40 NFkB inh: inhibitors of CD40-induced NF-kB signaling, primary screen, BL2 cells, luciferase reporter, single point | CD40L-induced, 4 h | inhibition, % at 10 µM | hit rate 0.94% among 83,000;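 active means mean inhibition of at least 50% with a set share of replicates also reaching that level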;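 further: 0% = neutral control wells and 100% = IKK inhibitor VII at 50 µM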
* hit, by the source's call; [ ] = another dose, or the depositor's remark. This is a subset. The share of hits here may be higher or lower than overall.

A first look (5 entries):
SMILES	CD40 NFkB inh
CCN(C(=O)COC(=O)c1ccc(OCc2c(C)noc2C)cc1)c1ccccc1	15
CCOc1ccc(OCCC(=O)OCC(=O)N(CC)c2c(N)n(Cc3ccccc3)c(=O)[nH]c2=O)cc1	-4
Cc1cc(NC(=O)CSCC(=O)Nc2ccccc2Oc2ccccc2)no1	13
CCCCOc1ccccc1N	8
O=C(CCCNS(=O)(=O)c1cccc2nsnc12)NCCc1ccccc1	1

The listing, previewed entries included:
SMILES	CD40 NFkB inh
CCN(C(=O)COC(=O)c1ccc(OCc2c(C)noc2C)cc1)c1ccccc1	15
CCOc1ccc(OCCC(=O)OCC(=O)N(CC)c2c(N)n(Cc3ccccc3)c(=O)[nH]c2=O)cc1	-4
Cc1cc(NC(=O)CSCC(=O)Nc2ccccc2Oc2ccccc2)no1	13
CCCCOc1ccccc1N	8
O=C(CCCNS(=O)(=O)c1cccc2nsnc12)NCCc1ccccc1	1
COC(=O)c1oc2ccccc2c1N	-6
CCOc1ccccc1OCCCC(=O)N(CC)CC(=O)Nc1ccc(NC(C)=O)cc1	1
O=C(Cc1ccccc1)Nc1ccc(C(=O)Nc2ccccc2C(=O)O)cc1	7
CCN(CC)S(=O)(=O)c1ccc2nc(SC)sc2c1	18
COc1ccc2cc3cc(C(=O)NCCN4CCc5ccccc5C4)sc3nc2c1	-9
CS(=O)(=O)N1CC(=O)N2[C@H](C1)[C@@H](c1ccc(C#Cc3ccc(F)cc3)cc1)[C@@H]2CO	-16[25 µM]
CC(NC(=O)COc1ccccc1)C(=O)NC1=NCCS1 (configuration not stated)	2
Cc1c(NC(=O)CSc2nccn2C)c(=O)n(-c2ccccc2)n1C	9
COc1ccc(S(=O)(=O)N2CCCCCC2)cc1C(=O)N(C)CCOc1ccccc1	10
Cc1c(C(=O)NCC2CCCO2)oc2ccccc12 (configuration not stated)	-67

Six compounds from above, arranged by length of the SMILES, low to high.
SMILES	CD40 NFkB inh
CCN(CC)S(=O)(=O)c1ccc2nc(SC)sc2c1	18
O=C(CCCNS(=O)(=O)c1cccc2nsnc12)NCCc1ccccc1	1
CCN(C(=O)COC(=O)c1ccc(OCc2c(C)noc2C)cc1)c1ccccc1	15
CCOc1ccccc1OCCCC(=O)N(CC)CC(=O)Nc1ccc(NC(C)=O)cc1	1
COc1ccc(S(=O)(=O)N2CCCCCC2)cc1C(=O)N(C)CCOc1ccccc1	10
CS(=O)(=O)N1CC(=O)N2[C@H](C1)[C@@H](c1ccc(C#Cc3ccc(F)cc3)cc1)[C@@H]2CO	-16[25 µM]

New compounds follow
SMILES	CD40 NFkB inh
COc1ccc(C(=O)NCC(C)C)c(OC)c1	-3
N#C[C@@H]1[C@H](c2ccccc2-c2ccccc2)[C@@H](CO)N1c1ncc(-c2ccccc2)s1	8[25 µM]
COc1ccccc1CN(C)C[C@@H]1OCc2ccccc2-c2c(n(C)c3ccccc23)C(=O)N([C@@H](C)CO)C[C@H]1C	3[25 µM]
COc1ccccc1-n1cnnc1SCC(=O)NC1CCS(=O)(=O)C1 (configuration not stated)	-4
NC(=O)Nc1ccc(Cl)cc1	4
O=C(Oc1ccccc1)c1cccc(COC(=O)c2cnccn2)c1	-39
CCOc1ncccc1C(=O)OCc1cn2cc(Cl)ccc2n1	7
COc1ccccc1CNC(=O)C[C@H]1C[C@@H]2c3cc(NC(=O)c4ccc5c(c4)OCO5)ccc3O[C@@H]2[C@H](CO)O1	-12[25 µM]
CO[C@H]1CN(C)C(=O)c2cc(NC(=O)Cc3ccccc3)ccc2OC[C@H](C)N(C(=O)c2ccccc2F)C[C@@H]1C	-2[25 µM]
Cc1c(Cl)cccc1NC(=O)c1cccc(OC(F)F)c1	-55
C[C@H](NC(=O)C[C@@H]1C[C@@H]2c3cc(NC(=O)NC4CCCC4)ccc3O[C@@H]2[C@H](CO)O1)c1ccccc1	1
Cc1noc(C)c1S(=O)(=O)Nc1ccc2c(c1)C(=O)N([C@@H](C)CO)C[C@H](C)[C@H](CN(C)Cc1ccc3c(c1)OCO3)O2	-11[25 µM]
CCCCSCc1ccc(C(=O)O)o1	3
CC(=O)NC(=O)COC(=O)c1ccc2ncsc2c1	4
CCCNC(=O)N1CC2(CCN(CC3CCCC3)CC2)c2c(n(C)c3cc(OC)ccc23)[C@@H]1CO	9
c1cncc(-c2ccnc3ncnn23)c1	16
Cc1cc(C)nc(NC(=O)c2ccc(C)o2)n1	-4
Cc1ccc(NC(=O)COC(=O)Cc2c[nH]c3ccccc23)cc1F	-10
COc1ccc(C#Cc2ccc([C@@H]3[C@H]4CN(C(=O)Nc5cccc(F)c5)CCCCN4[C@H]3CO)cc2)cc1	5[25 µM]
CN(CCC#N)C(=O)COc1ccc(Br)cc1Cl	16
COc1ccc(C(CNC(=O)c2cc(S(=O)(=O)Nc3cccc(C)c3)ccc2C)N2CCCC2)cc1 (configuration not stated)	-10
Cc1ccc(C)c(Cn2nnc3c(=O)[nH]c(C(=O)NCc4ccco4)nc32)c1	16
CO[C@@H]1CN(C)C(=O)c2cc(NC(=O)C3CC3)ccc2OC[C@@H](C)N(CC2CCCC2)C[C@@H]1C	1
COc1ccc(NC(=O)Nc2ccc3nccnc3c2)cc1	-53
CN(C)CCN(Cc1ccccc1)c1ccnc(N(C)C)c1C#N	16
O=S1(=O)NC(=NC2CCCCCC2)c2ccccc21	9
CCCCNc1c(N)n(CCC)c(=O)[nH]c1=O	6
O=C(NCc1ccc2c(c1)OCO2)C1Cc2ccccc2CN1C(=O)c1ccco1 (configuration not stated)	6
CC(C)NC(=O)N(C)C[C@H]1Oc2ccc(N)cc2CC(=O)N(C)C[C@H]1C	5
CCOC(=O)c1c(C)n(C)c2ccc(OC)c(NC(=O)CN3CCCCC3)c12	4
CN1C(=O)c2cc(NC(=O)Cc3cccs3)ccc2OC[C@H]2O[C@@H](CC(=O)NCCCN3CCOCC3)CC[C@@H]21	-2[25 µM]
CO[C@@H]1CN(C)C(=O)c2cc(NC(=O)C3CCCCC3)ccc2OC[C@@H](C)N(Cc2cccnc2)C[C@@H]1C	1[25 µM]
CC(C)C#Cc1ccc([C@@H]2[C@H]3CN(S(=O)(=O)c4ccccc4)CC(=O)N3[C@H]2CO)cc1	11[25 µM]
Cc1cc(C(O)c2ncc(-c3cccc(F)c3)[nH]2)ccc1F (configuration not stated)	-8
O=C(CC1CC1)N1[C@@H]2CN(S(=O)(=O)c3ccccc3F)c3ccccc3[C@@H]2[C@@H]1CO	31[25 µM]
Cc1cc(C)c2c(NC(=O)C3CC3)nn(C)c2n1	7
C[C@@H]1CN([C@@H](C)CO)C(=O)c2ccccc2-c2ccccc2CO[C@H]1CN(C)C(=O)c1ccncc1	2
Cc1cc2nc(/N=C(\N)NC(=O)C(C)C)nc(C)c2cc1C	0
CN(C)C(=O)c1ccc(-c2ccc(C3[C@H]4CNC[C@@H]3N4CC3CCCCC3)cc2)cc1 (some centres not stated)	-3[25 µM]
C[C@H]1CN([C@@H](C)CO)C(=O)CCCn2cc(nn2)CO[C@@H]1CN(C)C(=O)Nc1ccc(N2CCCCC2)cc1	-7[25 µM]
Cc1ccc2oc(=O)c(/C=C(\O)C(C)(C)C)nc2c1	-2
O=C(Nc1ccncc1)c1cc2ccccc2cc1O	-51
Cn1c(=NC(=O)CS(=O)(=O)c2ccc(F)cc2)sc2ccccc21	-16
O=C(NCc1ccc2c(c1)OCO2)c1n[nH]c(=O)c2ccccc12	4
COc1ccc2c3c([nH]c2c1)[C@@H](CO)N(C(=O)c1cccnc1)CC31CN(C(=O)Nc2cccc(F)c2)C1	-14[25 µM]
Oc1ccc(CN2CCCc3ccccc32)c2cccnc12	11
CS(=O)(=O)N1CCCC(C(=O)NCCCN2CCC(Cc3ccccc3)CC2)C1 (configuration not stated)	6
O=C(Nc1cccnc1)c1cccc(S(=O)(=O)Nc2cccc(Cl)c2)c1	14
Cc1cccc(C)c1OCc1cc(C(=O)N2CCN(Cc3nccn3C)CC2)no1	-4
O=C1CC(c2ccc(F)cc2)Sc2nc(C34CC5CC(CC(C5)C3)C4)nn21 (configuration not stated)	37
Cc1ccc(S(=O)(=O)N(CC(=O)N(C(C)C)C(C)C)C(=O)N2CCN(C)CC2)cc1	7
Cc1ccc(CS(=O)(=O)c2ncn[nH]2)cc1	8
CN(C)c1ccc(C(=O)OCc2cc(=O)n3ccsc3n2)cc1	-35
COc1ccc(NC(=O)COc2ccc(N(C)S(=O)(=O)c3ccc(Cl)cc3)cc2)cc1	1
C[C@@H]1CN([C@H](C)CO)C(=O)c2cccc(NS(=O)(=O)c3ccc(F)cc3)c2O[C@@H]1CN(C)S(=O)(=O)c1cccs1	-7[25 µM]
O=C(Cc1ccc(-c2ccccc2)cc1)NCc1cccnc1	-12
CCOC(=O)c1sc(NC(=O)CN2C(=O)c3cccc4cccc(c34)C2=O)nc1C	16
Cn1cc(Cl)c(-c2n[nH]c(=S)n2C2CCCCC2)n1	1
COc1ccc(NC(=O)N2CC(=O)N3[C@H](CO)[C@H](c4ccc(Br)cc4)[C@@H]3C2)cc1	-9[25 µM]
COc1ccccc1C#Cc1ccc2c(c1)[C@H]1[C@H](CCN1S(=O)(=O)c1ccccc1)[C@@H](CO)N2	3

New compounds follow:
SMILES	CD40 NFkB inh
COC(=O)c1c(NC(=O)CN2CCOCC2)sc2c1CCC(C)C2 (configuration not stated)	-63
COc1ccc2[nH]cc(C3N4CC5(C)CN3CC(C)(C4)C5=O)c2c1 (configuration not stated)	8
O=C(C[C@@H]1CC[C@H]2[C@@H](COC[C@@H](O)CN2CC2CCOCC2)O1)NCC1CCCCC1	-5[25 µM]
COc1ccccc1NC(=O)N1CC[C@H]2[C@@H]1c1cc(-c3ccccc3)ccc1N(C)[C@H]2CO	-15
O=C(c1ccccn1)N1CC2(C1)[C@H](c1ccccc1)[C@H](CO)N2C(=O)C1CCCCC1	-5[25 µM]
O=C(NC(=S)NNC(=O)c1cnccn1)c1ccc(F)cc1	-5
CC(Oc1ccc(S(=O)(=O)N2CCCC2)cc1[N+](=O)[O-])C(=O)NC(C)c1ccccc1 (configuration not stated)	10
O=C(CN1C(=O)CC(c2ccccc2)S(=O)(=O)c2ccccc21)N1CCCC1 (configuration not stated)	5
O=C(NCCc1ccccc1)C1CCC(=O)N(CCCN2CCCC2=O)C1 (configuration not stated)	-4
N#C[C@H]1[C@@H](c2ccccc2C2=CCCC2)[C@H](CO)N1S(=O)(=O)c1cccc(F)c1	17[25 µM]
CC(=O)c1ccc(S(=O)(=O)N2CCN(C(=O)CN3C(=O)NC4(CCCC4)C3=O)CC2)cc1	2
CCOc1ccc(C(C)NC(=S)NC2CCCCC2)cc1OCC (configuration not stated)	6
O=C(Nc1cccc(Cl)c1)N1C[C@@H]2[C@H](c3ccccc31)[C@H](CO)N2CC1CCOCC1	-19[25 µM]
COc1ccc(CCNc2ncnc3cc(OC)c(OC)cc23)cc1OC	11
O=C(C[C@@H]1C[C@H]2c3cc(NC(=O)Nc4ccc(C(F)(F)F)cc4)ccc3O[C@H]2[C@@H](CO)O1)NCc1cc(F)ccc1F	-1[25 µM]
C[C@H](NC(=O)C[C@@H]1C[C@@H]2c3cc(NS(=O)(=O)c4ccc(F)cc4)ccc3O[C@@H]2[C@H](CO)O1)c1ccccc1	12[25 µM]
Cc1ccc(S(=O)(=O)NCCC(=O)N2CCOCC2)cc1C	4
Cc1cnc(NC(=O)Cn2cnc3c2c(=O)n(C)c(=O)n3C)s1	7
O=C(CC12CC3CC(CC(C3)C1)C2)NCC(c1ccc(F)cc1)N1CCOCC1 (configuration not stated)	10
Cc1ccc(OCCNC(=O)Cn2cnc3c(=O)n(C)c(=O)n(C)c32)cc1C	6
CO[C@@H]1CN(C)C(=O)c2cc(NC(=O)C3CCCC3)ccc2OC[C@@H](C)N(C(=O)Nc2ccc(C(F)(F)F)cc2)C[C@H]1C	6
CCCCCCn1c(SCCOC)nc2c1c(=O)[nH]c(=O)n2C	-2
O=C1CC2CCCC(C1)S2=O (configuration not stated)	4
CC(C)=CCCC(C)CN1CCC(O)CC1 (configuration not stated)	17
CCS(=O)(=O)N1CC2(CN(CC3CCOCC3)[C@H](CO)c3c2c2ccc(OC)cc2n3C)C1	-8[25 µM]
COc1ccc(OC)c(CC(NC(C)=O)C(=O)NC2CCN(c3nc(OC)nc(OC)n3)CC2)c1 (configuration not stated)	1
CC(CC(=O)NC1CCSC1=O)c1ccccc1 (configuration not stated)	-10
CO[C@H]1CC[C@@H]2CCOc3c(C#N)cccc3C(=O)N(C)CC3(CCCCC3)CC(=O)N(C)C[C@H]1O2	-4[25 µM]
Cc1noc(C)c1CSCC(=O)N(C)CC(=O)Nc1ccccc1C(F)(F)F	0
Nc1sc2c(c1C(=O)NC1CCS(=O)(=O)C1)CCC2 (configuration not stated)	7
COc1ccc(NC(=O)C(=O)NCC2CCCN2S(=O)(=O)c2cccs2)cc1 (configuration not stated)	-3
Cc1ccc(NC(=S)N/C(=N/S(=O)(=O)c2ccccc2)c2ccccc2)cc1	-42
C/C=C/c1ccc([C@H]2[C@@H](CO)N(C(=O)C3CCC3)[C@@H]2CN(CC)C(=O)CC)cc1	1[25 µM]
CN(C)CC(=O)N[C@H]1C=C[C@H](CC(=O)NCc2ccc(Cl)cc2)O[C@@H]1CO	-12[25 µM]
Cc1ccccc1OCCn1cc(C(=S)N2CCN(C)CC2)c2ccccc21	-2
Cc1cc(S(=O)(=O)Nc2ccc(C(=O)NCC3(N(C)C)CCCCC3)cc2)ccc1F	10
O=C(C[C@H]1CC[C@@H]2[C@H](COC[C@H](O)CN2C(=O)Nc2ccc(F)cc2)O1)NC1CCC1	-13[25 µM]
CC(C)[C@@H](C)NC(=O)N(C)C[C@H]1OCc2ccccc2-c2c(n(C)c3ccccc23)C(=O)N([C@@H](C)CO)C[C@H]1C	-3
